Tcruzi prolif = T. cruzi intracellular proliferation inhibitors, primary screen, cell-based, beta-gal Tulahuen parasites, NIH3T3 host, luminescence; T. cruzi beta-gal in NIH3T3, GalScreen luminescence, 90 h; inhibition, % at 8.34 µM; 5.9% of 77,000 active; AID 624255, 2012;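 active = mean inhibition above about 93%, with at least 55% of replicates each passing it, limit read from the data, passing the limit was not always enough; inconclusive = only one of those two conditions holds; inactive = neither condition holds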
Pf Dd2 growth = P. falciparum Dd2 growth inhibitors, primary screen, SYBR Green fluorescence, single dose replicates; activity change, % at 10 µM; 2.3% of 94,000 active; 72 h; stronger effect = lower value; in the data active = activity change below about -80%; inconclusive = no clear call, values can overlap the other calls
GASC1 inh = inhibitors of GASC-1 (KDM4C) histone demethylase, primary screen, biochemical, single concentration HTS; GST-KDM4C 2-372, H3K9me3 peptide, LANCE TR-FRET; inhibition, % at 12.5 µM; 0.15% of 96,000 active;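 active = mean replicate inhibition above about 25%, with at least 55% of replicates also reaching it, limit read from the data, passing the limit was not always enough; inconclusive = only one of those two conditions met; inactive = neither condition met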
Target sequence (Q9H3R0 2-372 limits assumed): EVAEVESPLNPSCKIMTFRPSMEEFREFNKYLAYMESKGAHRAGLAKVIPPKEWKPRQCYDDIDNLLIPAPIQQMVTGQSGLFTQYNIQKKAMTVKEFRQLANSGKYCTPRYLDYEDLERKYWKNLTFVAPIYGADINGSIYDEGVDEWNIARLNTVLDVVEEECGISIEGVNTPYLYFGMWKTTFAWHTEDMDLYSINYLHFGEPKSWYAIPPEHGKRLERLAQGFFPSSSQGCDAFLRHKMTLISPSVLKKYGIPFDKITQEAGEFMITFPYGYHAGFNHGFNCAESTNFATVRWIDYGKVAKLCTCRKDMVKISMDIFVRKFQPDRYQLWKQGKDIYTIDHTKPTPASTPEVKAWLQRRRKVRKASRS
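Assay system: GST-GASC-1 enzyme fragment 2-372 | Amount: 10 nM enzyme | Medium: HEPES buffer, pH 7.5, plus ascorbate | Reagent: H3K9me3 peptide substrate, Fe(II), 2-oxoglutarate | Doses: Single-point compound screen | Incubation: 30 min demethylation and 1 h detection at room temperature | Measured by: LANCE TR-FRET, excitation 340 nm, emissions 618 and 671 nm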
C diff growth = C. difficile growth inhibitors, primary screen, HTS; Clostridium difficile clinical isolate growth, OD600, 24 h; stronger effect = lower value; growth activity, negative = inhibition, % at 16 µg/mL (by protocol); 0.25% of 86,000 active;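 active = mean growth activity at or below -80% and every replicate also at or below -80%; inconclusive = mean at or below -80% but some replicate above -80%; inactive = mean growth activity above -80%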;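 note: 0% = DMSO wells and -100% = levofloxacin 16 µg/mL wells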
Starred values were filed as active, the others as inactive; ? = inconclusive; . = not tested or not shown; + = active, no number; & = joins results of further samples; ! = a repeat was not active.

SMILES	Tcruzi prolif	Pf Dd2 growth	GASC1 inh	C diff growth
CCCNC(=O)C[C@H]1C[C@@H]2c3cc(NC(=O)C4CCC4)ccc3O[C@@H]2[C@H](CO)O1	-12	15	1.4	1
COc1ccc2c3c(n(C)c2c1)[C@H](CO)N(C(=O)CN1CCOCC1)CC31CN(C)C1	.	16	1.0	-14
C[C@@H]1CN([C@@H](C)CO)C(=O)c2cc(NC(=O)CCCCCC(=O)Nc3ccccc3N)ccc2O[C@@H]1CN(C)CC1CCCCC1	.	-63	2.7	-4
C[C@@H]1CN([C@@H](C)CO)C(=O)Cc2cc(N(C)C)ccc2O[C@@H]1CN(C)Cc1ccc(Oc2ccccc2)cc1	15	13	0.4	-9
O=C(Nc1ccc(Cl)c(Cl)c1)N[C@H]1CC[C@H](CCn2cc(C3CCCCC3)nn2)O[C@@H]1CO	-48	-31	0.4	2
C[C@H]1CN([C@@H](C)CO)C(=O)c2cccc(NC(=O)c3cnccn3)c2O[C@H]1CN(C)Cc1ccc2c(c1)OCO2	-7	13	0.3	4
O=C(NC1CCCC1)N1CC2(C1)[C@H](c1ccccc1)[C@H](CO)N2S(=O)(=O)Cc1ccccc1	.	-10	1.3	-3
COc1ccccc1NC(=O)N(C)C[C@@H]1Oc2cc(Br)ccc2S(=O)(=O)N([C@@H](C)CO)C[C@@H]1C	.	-36	0.0	-6
CCCN(C)C[C@@H]1Oc2ncc(C#CCC(C)C)cc2C(=O)N([C@H](C)CO)C[C@H]1C	.	-41	2.4	0
CCNC(=O)Nc1ccc2c(c1)C(=O)N(C)[C@H]1CC[C@H](CC(=O)N[C@@H](C)c3ccccc3)O[C@H]1CO2	41	.	0.5	6
CN1CCN(C(=O)c2cc3c(c(-c4cccc(C5=CCCC5)c4)n2)[C@H](CCO)N([S@@](=O)C(C)(C)C)C3)CC1	24	23	0.6	.
C[C@@H]1CN([C@@H](C)CO)S(=O)(=O)c2ccc(C#CC(C)(C)O)cc2O[C@@H]1CN(C)C(=O)CN(C)C	20	32	-2.9	-2
O=C(c1cccnc1)N1CC(=O)N2[C@@H](CO)[C@H](c3ccc(-c4ccc(F)cc4)cc3)[C@@H]2C1	.	-31	0.5	-4
CCCN(C)C[C@H]1Oc2ncc(-c3ccccc3F)cc2C(=O)N([C@H](C)CO)C[C@H]1C	11	-72	1.5	5
O=C(C[C@@H]1C[C@H]2c3cc(NC(=O)C4CCC4)ccc3O[C@H]2[C@H](CO)O1)NCc1cccc(F)c1	51	2	-0.5	.
CCCC#Cc1ccc([C@@H]2[C@@H](CO)N3C(=O)CN(C(=O)NC4CCCC4)C[C@H]23)cc1	.	-5	0.4	2
O=C(C[C@H]1C=C[C@H](NC(=O)CC2CC2)[C@@H](CO)O1)NCc1ccc(Cl)cc1	9	7	2.0	-3
C[C@H](CO)N1C[C@H](C)[C@@H](CN(C)S(C)(=O)=O)Oc2ncc(-c3cccc(F)c3)cc2C1=O	45	8	-0.5	1
COc1ccc(NC(=O)Nc2ccc3c(c2)CC(=O)N([C@@H](C)CO)C[C@@H](C)[C@@H](CN(C)C(=O)Nc2ccc(OC)cc2)O3)cc1	12	9	1.9	2
O=C(C[C@H]1C=C[C@H](NC(=O)Nc2cc(F)ccc2F)[C@@H](CO)O1)Nc1ccc(-c2ccccc2)cc1	.	.	2.1	4
O=C(C[C@@H]1CC[C@H]2[C@@H](COC[C@@H](O)CN2S(=O)(=O)c2ccc(Cl)cc2)O1)NCCN1CCCCC1	.	4	5.5	1
COc1ccc(NC(=O)Nc2ccc3c(c2)CC(=O)N([C@H](C)CO)C[C@@H](C)[C@@H](CN(C)Cc2ccc(-c4ccccc4)cc2)O3)cc1	40	-26	-3.0	18
Cc1noc(C)c1S(=O)(=O)Nc1ccc2c(c1)C(=O)N([C@H](C)CO)C[C@@H](C)[C@@H](CN(C)C(=O)Nc1ccc(C(F)(F)F)cc1)OCCCC[C@@H](C)O2	105	-53	0.8	1
COc1ccccc1CN1CC[C@@H]2[C@@H](CO)Nc3ccc(C#Cc4ccccc4)cc3[C@@H]21	18	-47	-1.5	-95*
C[C@H]1CCCCO[C@H](CN(C)C(=O)Nc2ccc(F)cc2)[C@@H](C)CN([C@@H](C)CO)C(=O)c2cc(NC(=O)c3ccccc3)ccc2O1	99*	-61	-2.5	-3
Cc1noc(C)c1NC(=O)N(C)C[C@@H]1Oc2ccc(NS(=O)(=O)c3ccc(Cl)cc3)cc2CC(=O)N([C@@H](C)CO)C[C@@H]1C	10	36	-0.3	-7
CO[C@H]1CN(C)C(=O)c2cc(NC(=O)C3CC3)ccc2OC[C@@H](C)N(C(=O)CN(C)C)C[C@H]1C	17	22	2.1	-2
C[C@@H]1CN([C@@H](C)CO)C(=O)c2cc(NC(=O)NC3CCCCC3)ccc2O[C@@H](C)CCCCO[C@H]1CN(C)C(=O)CCC(F)(F)F	23	38	-0.7	-5
COc1ccc(S(=O)(=O)Nc2ccc3c(c2)C(=O)N([C@H](C)CO)C[C@H](C)[C@H](CN(C)S(=O)(=O)c2cccs2)OCCCC[C@H](C)O3)cc1	?	-24	0.9	-10
CCS(=O)(=O)N1CC2(C1)[C@@H](c1ccccc1)[C@H](CO)N2Cc1ccc(F)cc1	.	-83*	0.6	-1
COc1cccc(CN2CC3(CN(C(C)=O)C3)c3c(n(C)c4cc(OC)ccc34)[C@@H]2CO)c1	.	0	0.3	-4
C[C@H]1CN([C@@H](C)CO)C(=O)c2cc(NC(=O)Cn3cnnn3)ccc2O[C@@H]1CN(C)Cc1ccc(C(=O)Nc2ccccc2N)cc1	95	16	-1.2	-7
Cc1noc(C)c1NC(=O)Nc1ccc2c(c1)C(=O)N([C@H](C)CO)C[C@H](C)[C@@H](CN(C)S(=O)(=O)c1ccc(F)cc1)OCCCC[C@H](C)O2	-19	-47	2.3	-4
C[C@H](O)C#Cc1ccc([C@@H]2[C@@H](CO)N3CCCCN(C(=O)c4ccc(F)cc4)C[C@@H]23)cc1	41	5	-0.9	0
COc1cccc(CN2[C@H](CO)[C@H]3c4ccccc4N(C(=O)CC(F)(F)F)C[C@H]32)c1	32	6	0.2	0
CN(C)CC(=O)N1C[C@@H]2N[C@H](C1)C2c1ccc(-c2ccccc2F)cc1 (stereo partly specified)	.	17&-38	-1.6&-0.8	0&4
O=C(C[C@H]1C[C@H]2c3cc(NC(=O)c4cccnc4)ccc3O[C@H]2[C@@H](CO)O1)NCc1ccncc1	-27	17	-2.2	-1
C[C@H]1CN([C@@H](C)CO)C(=O)Cc2cc(NC(=O)Nc3ccc(C(F)(F)F)cc3)ccc2O[C@@H]1CN(C)Cc1ccncc1	.	-3	-0.5	1&-2
C[C@H](CO)N1C[C@H](C)[C@@H](CN(C)Cc2ccc(C(F)(F)F)cc2)Oc2ccc(NS(=O)(=O)c3ccccc3)cc2CC1=O	.	-20	0.8	21
C[C@@H]1CN([C@@H](C)CO)C(=O)c2cc(NC(=O)Cc3ccccc3)ccc2O[C@@H](C)CCCCO[C@H]1CN(C)C(=O)CCC(F)(F)F	7	.	-0.7	-5

A second format for some results above.
canonical_smiles | Tcruzi prolif | Pf Dd2 growth | GASC1 inh | C diff growth
O=C(C[C@H]1C[C@H]2c3cc(NC(=O)c4cccnc4)ccc3O[C@H]2[C@@H](CO)O1)NCc1ccncc1 | -27 | 17 | -2.2 | -1
O=C(Nc1ccc(Cl)c(Cl)c1)N[C@H]1CC[C@H](CCn2cc(C3CCCCC3)nn2)O[C@@H]1CO | -48 | -31 | 0.4 | 2
COc1ccccc1CN1CC[C@@H]2[C@@H](CO)Nc3ccc(C#Cc4ccccc4)cc3[C@@H]21 | 18 | -47 | -1.5 | -95*
CCCN(C)C[C@H]1Oc2ncc(-c3ccccc3F)cc2C(=O)N([C@H](C)CO)C[C@H]1C | 11 | -72 | 1.5 | 5

Additional entries follow:
SMILES	Tcruzi prolif	Pf Dd2 growth	GASC1 inh	C diff growth
C[C@H]1CCCCO[C@H](CN(C)C)[C@@H](C)CN([C@@H](C)CO)C(=O)c2cc(NC(=O)CCCN(C)C)ccc2O1	-7	.	3.3	0
CNC[C@H]1Oc2ncc(C3=CCCC3)cc2C(=O)N([C@@H](C)CO)C[C@H]1C	18	7	0.8	.
Cc1noc(C)c1S(=O)(=O)Nc1ccc2c(c1)C(=O)N([C@H](C)CO)C[C@@H](C)[C@@H](CN(C)C(=O)NC1CCCCC1)OCCCC[C@@H](C)O2	-55	-84*	-2.0	0
Cc1cccc(-c2ccc([C@@H]3[C@H]4CN(C(=O)c5ccc6c(c5)OCO6)CCCCN4[C@H]3CO)cc2)c1	56	-30	-1.3	6
CCCN(C)C[C@@H]1OCCCC[C@@H](C)Oc2ccc(NS(=O)(=O)c3ccc(C)cc3)cc2C(=O)N([C@H](C)CO)C[C@@H]1C	43	-46	1.2	2
Cn1cnc(S(=O)(=O)N2CCCCN3[C@H](CO)[C@@H](c4ccc(C#CC5CCCC5)cc4)[C@@H]3C2)c1	76	-3	-0.8	-10
COc1cccc(C(=O)Nc2ccc3c(c2)C(=O)N(C)[C@@H]2CC[C@H](CC(=O)NCc4ccccc4F)O[C@@H]2CO3)c1	67	-16	-2.4	8
O=C(CCN1CCCCC1)NCC[C@H]1CC[C@H](NS(=O)(=O)c2cccc(Cl)c2)[C@@H](CO)O1	-20	15	0.6	.
CN1[C@H](C(=O)Nc2ccccc2)[C@@H](CO)[C@@H]2Cn3c(ccc(-c4ccc(F)cc4)c3=O)[C@@H]21	+	.	0.7	-6
C[C@@H]1CN([C@@H](C)CO)C(=O)c2cc(C#Cc3ccc(F)cc3)cnc2O[C@@H]1CN(C)C(=O)c1ccccc1F	15	-49	1.9	-4
COc1ccc2c3c(n(C)c2c1)[C@@H](CO)NCC31CN(C(=O)Nc2ccccc2F)C1	.	-14	-0.8	-8
C[C@H]1CN([C@@H](C)CO)C(=O)c2cc(-c3cccnc3)cnc2O[C@@H]1CN(C)C	-32	16	-0.9	-3
Cc1noc(C)c1S(=O)(=O)Nc1ccc2c(c1)C(=O)N([C@@H](C)CO)C[C@@H](C)[C@H](CN(C)S(=O)(=O)c1ccc(Cl)cc1)OCCCC[C@@H](C)O2	90	-69	-0.2	10
O=C(C[C@H]1CC[C@H]2[C@@H](COC[C@@H](O)CN2C(=O)c2cnccn2)O1)NCc1ccccc1	32	8	-0.8	.
C[C@H]1CCCCO[C@@H](CN(C)C(=O)Nc2ccc(F)cc2)[C@@H](C)CN([C@@H](C)CO)C(=O)c2cc(NS(C)(=O)=O)ccc2O1	4	25	-0.1	-6
C[C@@H]1CN([C@@H](C)CO)C(=O)c2cc(NC(=O)Nc3ccc4c(c3)OCO4)ccc2O[C@@H](C)CCCCO[C@H]1CN(C)C(=O)Nc1ccccc1	27	-14	0.1	-1
C[C@@H]1CN([C@@H](C)CO)C(=O)c2cccc(NC(=O)Nc3ccc4c(c3)OCO4)c2O[C@H]1CN(C)S(=O)(=O)c1ccc(F)cc1	-12	-3	-0.3	11
COC(=O)[C@@H]1[C@@H](CO)[C@@H]2Cn3c(ccc(-c4cncnc4)c3=O)[C@@H]2N1CCC(F)(F)F	.	23	7.9	2
COc1ccc(NC(=O)N(C)C[C@H]2Oc3ccc(NC(=O)CCCCCC(=O)Nc4ccccc4N)cc3CC(=O)N([C@H](C)CO)C[C@H]2C)cc1	15	26	0.2	4
CO[C@@H]1CN(C)C(=O)c2ccc(NC(=O)c3ccccc3)cc2OC[C@@H](C)N(C(=O)CN(C)C)C[C@H]1C	-13	3	1.1	.
C[C@@H]1CN([C@@H](C)CO)C(=O)c2cc(NC(=O)c3ccncc3)ccc2O[C@H]1CN(C)Cc1ccc2c(c1)OCO2	-24	0	-0.9	1
C[C@H]1CN([C@@H](C)CO)S(=O)(=O)c2ccc(Br)cc2O[C@H]1CN(C)S(C)(=O)=O	20	5	1.3	-1
CCCNC(=O)N1CC2(CCN(Cc3nccs3)CC2)c2c([nH]c3cc(OC)ccc23)[C@H]1CO	.	-37	0.4	-6
C[C@@H]1CCCCO[C@@H](CN(C)Cc2ccc3c(c2)OCO3)[C@H](C)CN([C@@H](C)CO)C(=O)c2cc(N(C)C)ccc2O1	102*!	25	.	-1
COc1ccc2c3c([nH]c2c1)[C@@H](CO)N(C(=O)NC(C)C)CC31CCN(C(=O)NC(C)C)CC1	.	-12	1.1	6
CO[C@@H]1CN(C)C(=O)c2cc(NC(=O)Nc3cccc(Cl)c3)ccc2OC[C@@H](C)N(C(=O)Nc2c(C)noc2C)C[C@@H]1C	-42	.	-0.9	.

Looked up one by one from above:
SMILES	Tcruzi prolif	Pf Dd2 growth	GASC1 inh	C diff growth
CO[C@@H]1CN(C)C(=O)c2cc(NC(=O)Nc3cccc(Cl)c3)ccc2OC[C@@H](C)N(C(=O)Nc2c(C)noc2C)C[C@@H]1C	-42	.	-0.9	.
CCCNC(=O)N1CC2(CCN(Cc3nccs3)CC2)c2c([nH]c3cc(OC)ccc23)[C@H]1CO	.	-37	0.4	-6

Screens (PubChem)
